# JNK3 inh – blocks human JNK3 kinase activity; P53779; purified JNK3 kinase activity, HTS; inhibition, % at 8 µM; hit rate 0.61% among 60,000; AID 746; in the data active = inhibition above about 17%;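 note: 0% = DMSO and 100% = reference inhibitor; many of its hits are not listed in these tables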
# DUSP1 inh – inhibitors of human MKP-1 phosphatase; P28562; inhibition, %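 (compounds tested at a single concentration somewhere between 10 and 100 µM)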; recombinant MKP-1, OMFP hydrolysis fluorescence; AID 374; hit rate 0.15% among 65,000;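 active = inhibition above about 50%, limit read from the data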;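 note: 0% = DMSO max control wells and 100% = wells with enzyme stopped by NaOH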
# HER2 expr 66K – lowers expression of human Her2 kinase; P04626; hit rate 0.69% among 65,000; SKBR-3 HER2 protein level, AlphaScreen, 18-24 h; stronger effect = lower value; HER2 level % of control, % at 10 µM;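 active = HER2 level under 5% of the carrier-only control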;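 note: 100% = DMSO carrier and 0% = 500 nM PU-H71 HSP90 inhibitor; lower value means stronger loss of Her2 protein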
# Target sequence (P04626 whole entry, looked up): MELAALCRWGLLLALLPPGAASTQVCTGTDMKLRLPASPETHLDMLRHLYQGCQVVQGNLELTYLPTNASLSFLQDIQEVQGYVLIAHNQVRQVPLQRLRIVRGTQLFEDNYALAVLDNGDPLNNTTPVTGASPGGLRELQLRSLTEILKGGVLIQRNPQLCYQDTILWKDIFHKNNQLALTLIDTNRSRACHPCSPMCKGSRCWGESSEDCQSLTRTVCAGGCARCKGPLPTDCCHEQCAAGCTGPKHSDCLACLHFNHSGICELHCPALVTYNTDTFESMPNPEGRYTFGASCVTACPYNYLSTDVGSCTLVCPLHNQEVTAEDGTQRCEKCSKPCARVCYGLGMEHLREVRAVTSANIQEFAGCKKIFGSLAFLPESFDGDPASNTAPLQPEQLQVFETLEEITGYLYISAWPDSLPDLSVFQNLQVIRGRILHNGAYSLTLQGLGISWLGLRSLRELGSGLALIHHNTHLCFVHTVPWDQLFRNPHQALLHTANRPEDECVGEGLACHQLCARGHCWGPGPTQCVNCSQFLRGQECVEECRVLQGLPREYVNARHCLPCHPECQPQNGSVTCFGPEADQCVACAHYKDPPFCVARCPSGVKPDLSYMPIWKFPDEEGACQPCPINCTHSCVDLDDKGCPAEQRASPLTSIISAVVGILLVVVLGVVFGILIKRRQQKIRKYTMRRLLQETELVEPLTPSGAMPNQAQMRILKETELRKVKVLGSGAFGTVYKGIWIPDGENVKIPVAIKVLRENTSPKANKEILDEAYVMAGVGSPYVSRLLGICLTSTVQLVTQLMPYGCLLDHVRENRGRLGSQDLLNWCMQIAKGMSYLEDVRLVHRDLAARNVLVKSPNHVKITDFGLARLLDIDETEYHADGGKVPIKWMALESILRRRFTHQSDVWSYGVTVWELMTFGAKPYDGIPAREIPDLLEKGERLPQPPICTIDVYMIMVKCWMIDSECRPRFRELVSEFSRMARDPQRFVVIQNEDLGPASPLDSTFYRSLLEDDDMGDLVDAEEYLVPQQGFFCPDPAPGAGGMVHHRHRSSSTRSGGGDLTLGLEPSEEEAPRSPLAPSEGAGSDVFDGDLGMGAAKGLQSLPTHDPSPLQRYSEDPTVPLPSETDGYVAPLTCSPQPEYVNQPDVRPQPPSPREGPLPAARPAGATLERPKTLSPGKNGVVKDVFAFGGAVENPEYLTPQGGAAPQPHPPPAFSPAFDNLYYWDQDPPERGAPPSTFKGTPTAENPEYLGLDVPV
# Hsp90 inh – displaces geldanamycin probe from tumor Hsp90 | NCI-N417 lysate Hsp90, Cy3B-geldanamycin FP displacement | inhibition, % at 30 µM | hit rate 0.35% among 64,000 | AID 429;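 active = inhibition above 50%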;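 note: 0% = tracer plus lysate wells and 100% = tracer alone without lysate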
# Fluor 339 460 – intrinsic fluorescence of library compounds, ex339/em460 – biochemical, MLSMR library, data from DPM-DC assay, artefact control, profiling panel. fluorescence fold increase at 10 µM. hit rate 5.5% among 65,000. compound autofluorescence, ex339/em460 nm, NADH buffer; stronger effect = higher value; 1 = no-compound wells, NADH background;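 active = at 10 µM, mean starting fluorescence two-fold or more over control wells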;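 note: signal is the first read of a kinetic run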
# Cdc25B block – human M-phase inducer phosphatase 2 inhibition | recombinant Cdc25B, OMFP fluorescence Ex485/Em525 | hit rate 0.1% among 65,000 | inhibition, %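 (compounds tested at 10 µM final in the well)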 | P30305 | AID 368; in the data active = inhibition above about 50%
# ROCK2 blocker – ROCK2 (human) kinase inhibition. purified ROCK2, Kinase-Glo ATP depletion luminescence. inhibition, % at 6 µM. hit rate 0.35% among 60,000. AID 604;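 active = inhibition above the screen-wide mean inhibition plus 3 SD, cut at about 18% in these data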;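 note: plate controls were DMSO wells for no effect and Y-27632 control wells after no-enzyme background subtraction for full effect; many of its hits are not listed in these tables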
# PKA kinase inh – blocks human protein kinase A activity. PKA Kemptide phosphorylation, Kinase-Glo ATP luminescence. inhibition, % at 6 µM. hit rate 0.1% among 65,000. AID 524;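 active = inhibition above the screen-wide mean inhibition plus 3 SD, cut at about 21% in these data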; note: many of its hits are not listed in these tables
# A340 absorber – compound absorbs light at 340 nm; compound absorbance at 340 nm, fold over control; fold change at 10 µM; 65,000 tested, under 10 active;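 active = at 10 µM dose, initial 340 nm absorbance at least 2 fold that of control wells; inactive = change under 2 fold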;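 note: initial absorbance extrapolated from kinetic A340 decline of NADH oxidation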
# * = called active by the depositor; · = no result given; & = joins results of further samples. This is a subset (hit frequency here may not be typical).
# Results follow in this order: JNK3 inh, DUSP1 inh, HER2 expr 66K, Hsp90 inh, Fluor 339 460, Cdc25B block, ROCK2 blocker, PKA kinase inh, A340 absorber
1) COc1ccc(C(=O)O)cc1F
  7, 12, 102, -4, 1.1, -9, 8, 13, 1
2) Cc1ccccc1NC(=O)N1C2CCCC1CC(NC(=O)C1CC1)C2 (stereo not drawn)
  5, 6, 118, -2, 1.1, -8, 1, 10, 0.98
3) O=S(=O)(Nc1cccc2cccnc12)c1ccc(S(=O)(=O)N2CCCC2)cc1
  -2, 3, 27, 8, 1.1, 1, 2, 2, 1
4) COc1ccc(C)cc1NC(=O)C1CC(=O)OC12CCCCC2 (stereo not drawn)
  9, -15, ·, -2, 1.1, -12, 9, 6, 1
5) COc1ccc(Cl)cc1N(CC(=O)Nc1ccc2c(c1)OCO2)S(C)(=O)=O
  4, 7, 102, 10, 1.1, -12, 6, 4, 1
6) CCOc1ccc(Nc2nc(C)cc(C)c2C#N)cc1
  -2, 20, 87, 2, 1.4, -6, 10, 6, 1.1
7) COc1ccc(NC(C)=O)cc1NC(=O)CSc1nnc(-c2cccnc2)n1C
  ·, 4, 78, ·, 1.1, -4, ·, 4, 1
8) COc1ccccc1CC1(C)NC(=O)N(CC(=O)Nc2cc(C)on2)C1=O (stereo not drawn)
  1, 4, 110, -3, 1, -6, 1, 5, 1
9) O=C(CSc1cccc(C(F)(F)F)c1)N1CCN(S(=O)(=O)c2ccccc2)CC1
  5, -12, 91, -2, 1.1, -4, 3, 15, 1
10) CCOCCCNCC(=O)N1CCN(S(=O)(=O)c2ccc(C)cc2)CC1
  -3, 1, 92, -2, 1.1, 13, -1, -1, 1
11) CCOC(=O)C1CCN(C(c2cccc(F)c2)c2sc3nc(C)nn3c2O)CC1 (stereo not drawn)
  -3, 4, 83, -1, 1.1, -2, 3, 1, 1.1
12) CCN(CC)CCNc1nc(-c2ccco2)c2c(c1C#N)CC(C)(C)OC2
  -4, -19, 99, -7, 2.3*, -30, 0, -2, 1.1
13) Cc1ccc(C)c(C(=O)CC2(O)C(=O)N(C)c3ccccc32)c1 (stereo not drawn)
  ·, 3, ·, -4, 1, -7, ·, ·, 0.98
14) CCOc1nc(N(C)C)nc(-n2nnc(C(C)=O)c2C)n1
  -1, -21, 113, -5, 1.1, 3, -2, 1, 0.98
15) COCc1cc(C)nc(Nc2ccc(C)cc2C)c1C#N
  1, -7, 9, 0, 1.2, -7, 4, 6, 0.99

# 12 structures out of the list, sorted by length of the SMILES, low to high.
# Results follow in this order: JNK3 inh, DUSP1 inh, HER2 expr 66K, Hsp90 inh, Fluor 339 460, Cdc25B block, ROCK2 blocker, PKA kinase inh, A340 absorber
1) COc1ccc(C(=O)O)cc1F
  7, 12, 102, -4, 1.1, -9, 8, 13, 1
6) CCOc1ccc(Nc2nc(C)cc(C)c2C#N)cc1
  -2, 20, 87, 2, 1.4, -6, 10, 6, 1.1
15) COCc1cc(C)nc(Nc2ccc(C)cc2C)c1C#N
  1, -7, 9, 0, 1.2, -7, 4, 6, 0.99
14) CCOc1nc(N(C)C)nc(-n2nnc(C(C)=O)c2C)n1
  -1, -21, 113, -5, 1.1, 3, -2, 1, 0.98
2) Cc1ccccc1NC(=O)N1C2CCCC1CC(NC(=O)C1CC1)C2 (stereo not drawn)
  5, 6, 118, -2, 1.1, -8, 1, 10, 0.98
13) Cc1ccc(C)c(C(=O)CC2(O)C(=O)N(C)c3ccccc32)c1 (stereo not drawn)
  ·, 3, ·, -4, 1, -7, ·, ·, 0.98
12) CCN(CC)CCNc1nc(-c2ccco2)c2c(c1C#N)CC(C)(C)OC2
  -4, -19, 99, -7, 2.3*, -30, 0, -2, 1.1
8) COc1ccccc1CC1(C)NC(=O)N(CC(=O)Nc2cc(C)on2)C1=O (stereo not drawn)
  1, 4, 110, -3, 1, -6, 1, 5, 1
11) CCOC(=O)C1CCN(C(c2cccc(F)c2)c2sc3nc(C)nn3c2O)CC1 (stereo not drawn)
  -3, 4, 83, -1, 1.1, -2, 3, 1, 1.1
5) COc1ccc(Cl)cc1N(CC(=O)Nc1ccc2c(c1)OCO2)S(C)(=O)=O
  4, 7, 102, 10, 1.1, -12, 6, 4, 1
3) O=S(=O)(Nc1cccc2cccnc12)c1ccc(S(=O)(=O)N2CCCC2)cc1
  -2, 3, 27, 8, 1.1, 1, 2, 2, 1
9) O=C(CSc1cccc(C(F)(F)F)c1)N1CCN(S(=O)(=O)c2ccccc2)CC1
  5, -12, 91, -2, 1.1, -4, 3, 15, 1

# Part of the list above with just Fluor 339 460 and DUSP1 inh:
no.	SMILES	Fluor 339 460	DUSP1 inh
14	CCOc1nc(N(C)C)nc(-n2nnc(C(C)=O)c2C)n1	1.1	-21
15	COCc1cc(C)nc(Nc2ccc(C)cc2C)c1C#N	1.2	-7

# Continuation.
# Results follow in this order: JNK3 inh, DUSP1 inh, HER2 expr 66K, Hsp90 inh, Fluor 339 460, Cdc25B block, ROCK2 blocker, PKA kinase inh, A340 absorber
16) C=CCn1cnc2c(c1=O)c1nc3ccccc3nc1n2Cc1ccccc1
  -1, -24, 81, -1, 3*, -16, -6, -12, 1
17) O=C(CCCN1CCOCC1)c1ccc2c(c1)OCCO2
  -1, -16, 81, -3, 1.1, 2, -3, -3, 1
18) CC1CCC(NC(=O)C2CCN(c3cnccn3)CC2)CC1 (stereo not drawn)
  1, -10, 79, -1, 1.3, -10, 2, 6, 1
19) Cn1nc(CC(=O)NC2CCCCCC2)c2ccccc2c1=O
  -8, 10, 92, -2, 0.89, 4, -1, 6, 1
20) COc1ccc(C2NC(=O)c3ccccc3O2)c(OC)c1OC (stereo not drawn)
  2, -16, 57, -3, 1.7, -3, 14, 6, 1
21) Cc1nn(C)c(C)c1S(=O)(=O)N1CCc2ccccc21
  1, 7, 76, -1, 1.1, 14, -7, -7, 1
22) O=C(c1cc(-n2cnnc2)ccc1Cl)N1CCN(c2nc(-c3ccccc3)cs2)CC1
  5, 11, 75, -2, 1.1, -15, 3, 2, 1.1
23) COC(=O)CN(n1cnnc1)S(=O)(=O)c1ccc(C)cc1
  -3, 3, 95, -4, 1.1, -1, 0, 0, 1
24) CC1=C(C)CC(C(=O)N2CCN(Cc3ccccc3)CC2)C(C(=O)O)C1 (stereo not drawn)
  -8, 10, 105, -3, 1.1, -8, 4, 1, 1
25) O=C1CN(C(=O)CCCc2c[nH]c3ccccc23)c2ccccc2N1
  -6, 14, 58, -3, 1.1, -10, 5, 7, 1
26) CCOC(=O)c1[nH]c2cc3c(cc2c1NC(=O)CN1CC(C)CC(C)C1)OCO3 (stereo not drawn)
  0, -13, 95, -5, 2.4*, 8, 0, -3, 1.1
27) CCOc1ccc(NS(=O)(=O)c2ccc(OCC(=O)N3CCCC3)cc2)cc1
  1, -3, 95, -2, 1, 1, 8, 4, 0.99
28) COC(=O)C1(c2ccccc2)NC(c2cccs2)C2C(=O)N(C)C(=O)C21 (stereo not drawn)
  -1, 8, 82, -5, 1, 12, 4, 12, 0.99
29) Cc1noc(C)c1S(=O)(=O)N1CCCC(C(=O)Nc2nccs2)C1 (stereo not drawn)
  -5, 5, 97, -3, 1.1, -7, 4, -4, 1
30) c1cncc(-c2csc(NCc3ccco3)n2)c1
  ·, 7, 74, ·, 1.1, -13, ·, ·, 1.1

# (more compounds)
# Results follow in this order: JNK3 inh, DUSP1 inh, HER2 expr 66K, Hsp90 inh, Fluor 339 460, Cdc25B block, ROCK2 blocker, PKA kinase inh, A340 absorber
31) Cc1ccc(Cn2ccc(NC(=O)c3cc(-c4ccc(Cl)cc4)on3)n2)cc1
  1, -1, 86, 2, 1.1, 1, 0, -6, 1.1
32) CCOC(=O)CSC1=NC(=O)CS1
  5, 3, 86, -6, 1.2, -6, 3, 10, 1
33) COC(=O)CCCC(=O)Nc1ccc(Cl)c(Cl)c1
  -1, 11, 102, 0, 1.1, -4, 3, 7, 1.1
34) CCN1C(=O)C2(C(C#N)=C(N)Oc3n[nH]c(C(C)C)c32)c2ccccc21 (stereo not drawn)
  4, 1, 112, -4, 0.93, -4, 6, 9, 0.97
35) Cc1cc(C)n(-c2nc3ccccc3[nH]c2=O)n1
  7, 15, 73, -3, 2.8*, -9, 8, 14, 1.1
36) N#C/C(C(=O)c1ccccc1)=C1/CCCN1
  ·, 5, ·, 1, 1, 7, ·, 12, 1
37) CCCc1nc2oc3c(NCCN(C)C)ncnc3c2c2c1CCCC2
  -14, 16, 85, -6, 1.4, -21, 2, -6, 1
38) Cn1c(COc2ccccc2)nnc1SCC(=O)NCc1ccccc1
  1, -2, 89, -3, 1.1, -5, 1, 1, 0.96
39) CCOc1ccc(NC(=O)Cn2nnc(-c3ccccc3NC(=O)CC)n2)cc1
  -10, -39, 91, 1, 1.1, -9, -1, -4, 0.99
40) COc1ccc(Cl)cc1-c1n[nH]c(=S)o1
  37*, -5, 68, 2, 1.6, -5, 10, 10, 1
41) O=C(NCc1ccco1)C(c1ccco1)N(CCc1ccccc1)C(=O)Cn1nnc2ccccc21 (stereo not drawn)
  7, 9, 95, -4, 1.1, 1, 6, 11, 0.96
42) CCn1c(=O)n(CC(=O)NC2CCCC(C)C2C)c(=O)c2ccccc21 (stereo not drawn)
  -12, -4, 76, -1, 1.2, 5, -1, 0, 1
43) CCC(=O)Nc1ccc2c(c1)nc(CCN1CCN(C)CC1)n2C
  -5, 28, 74, -1, 1.1, 0, -6, -8, 0.97
44) Cc1onc(-c2ccccc2)c1C(=O)Nc1sc2c(c1C#N)CCC(C)C2 (stereo not drawn)
  ·, -4, 76, ·, 1.1, -3, ·, ·, 1.1
45) Cc1ccc(Cc2nc(-c3cccc(C)c3)no2)cc1
  4, -7, 55, -1, 1.1, -25, 8, 8, 1

# (continued)
# Results follow in this order: JNK3 inh, DUSP1 inh, HER2 expr 66K, Hsp90 inh, Fluor 339 460, Cdc25B block, ROCK2 blocker, PKA kinase inh, A340 absorber
46) COc1ccc(Cc2nn3c(-c4ccccc4OC)nnc3s2)cc1
  6, -12, 77, 4, 1.1, 5, 7, 1, 1
47) Cc1cc2oc(=O)cc(CN3CCN(Cc4ccc5c(c4)OCO5)CC3)c2cc1C
  -4, -2, 94, -4, 1.1, -5, 0, 2, 0.99
48) CSc1nc(C)cc(-n2ccc(=O)[nH]c2=O)n1
  -1, 5, 86, -2, 1.1, -2, 1, 4, 1.1
49) O=C(c1ccc(Br)o1)N1CCN(c2ccc3nnc(-c4ccccc4)n3n2)CC1
  2, 40, 95, -4, 1.1, -2, -2, -8, 0.98
50) Cc1nnc(NC(=O)CCCCCN2C(=O)C3C4C=CC(C4)C3C2=O)s1 (stereo not drawn)
  -9, 4, 130, -1, 0.97, -9, 0, 6, 1
51) Cc1c(-c2ccccc2)oc2nc3c(c(=O)n(C)c(=O)n3C)n12
  -5, -17, 88, -4, 1.2, -10, 6, 11, 1
52) O=C(O)c1ccc(COc2c(F)c(F)cc(F)c2F)o1
  -1, 6, 99, -3, 1.1, -6, 10, 6, 1
53) CS(=O)(=O)N(CC(=O)Nc1ccc2c(c1)OCO2)c1ccccc1
  -2, 8, 103, 27, 1.1, 4, -2, 0, 0.98
54) CC(C)NCC(O)COc1ccc(CCOCC2CC2)cc1 (stereo not drawn)
  2, -12, 85, -12&-1, 1.1, 27, -7, -8, 0.99
55) COc1ccc(-c2nnc(Nc3nc4c(OC)cccc4s3)o2)cc1
  -2, 30, 78, 3, 2, 28, 3, 3, 1.2
56) COC(=O)c1ccc(Cl)c(NC(=O)CN(c2ccc3c(c2)OCO3)S(C)(=O)=O)c1
  -4, -5, 85, 0, 1.1, 2, 5, 2, 1
57) O=C(CSc1nc(-c2ccccc2)cs1)N1CCN(C(=O)c2ccco2)CC1
  0, 22, 123, 0, 1.1, -4, 8, 10, 0.91
58) CCOc1ccc(C2c3c(oc4cc(C)c(C)cc4c3=O)C(=O)N2CCCN2CCOCC2)cc1 (stereo not drawn)
  -1, 14, 87, -2, 1.1, -1, 2, -8, 1.1
59) Cc1nc2ccccc2c2oc(C(=O)NCC3CCCO3)cc12 (stereo not drawn)
  ·, 4, 122, 0, 1, -8, ·, 7, 1.1
60) CCOc1ccc(Cc2nc(C)c(CC(=O)N3CCOCC3)c(=O)[nH]2)cc1
  -5, 15, 96, 2, 1, -4, 0, -4, 1

# Screens (PubChem)
